HCMV antiviral – qHTS Assay for inhibitors of the human cytomegalovirus (HCMV). HFF cells, HCMV-luciferase reporter, 72 h; active compounds read low. activity change, negative = inhibition, % at 57.5 µM. 4.5% of 410,000 active. AID 1259415, 2018; in the data active = activity change below about -60%; inconclusive = no clear call, values can overlap the other calls; inactive = above about -39%
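Screen run at 2 compound doses on HFFs infected with reporter HCMV, MOI 1 PFU/cell. Luciferase activity from cell lysates at 72 h post infection gave inhibition relative to buffer-only and Salinomycin wells.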
Sm TGR block – qHTS Assay for the Inhibitors of Schistosoma Mansoni Peroxiredoxins | purified TGR, DTNB reduction, TNB absorbance 405 nm | Potency, µM (series often up to 114 µM), for inactives: at the highest dose activity change, negative = inhibition, actives largely listed as inhibitors | 3% of 360,000 active | AID 485364, 2010; note: potency is the fitted concentration of half-maximal effect; nearly all actives have a fitted effect of over 60% in size
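TGR 20 nM + NADPH 100 uM (dispensed conc.), cpd preinc 15 min RT; start with NADPH (500 uM addition) then DTNB (15 mM addition). Kinetic TNB absorbance, 405 nm filter. Four-parameter Hill fit across titration.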
AMA1-RON2 inh – qHTS for Inhibitors of AMA1-RON; Towards Development of Antimalarial Drug Lead: Primary Screen; Plasmodium falciparum AMA1 (3D7) - RON2 peptide interaction; AlphaScreen AMA1-biotinylated RON2 peptide binding; Potency, µM (top dose mostly 58.2 µM), inactives show top-dose activity change, negative = inhibition, actives largely listed as inhibitors; 0.2% of 360,000 active;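 note: potency is the fitted concentration of half-maximal effect; 0% = vehicle wells and -100% = peptide control; nearly all actives have a fitted effect of over 45% in size; some results filed as inactive show a strong effect at the top dose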
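AMA1 (3D7) with his tag at 25 nM final met compounds first, then biotinylated RON2 peptide at 25 nM; detection used donor plus acceptor beads, 10 µg/mL apiece, read by AlphaScreen after 30 min at room temperature.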
HCV inh – qHTS Assay for Inhibitors of Hepatitis C Virus (HCV). Huh7.5.1 HCVcc-Cre infection, luciferase reporter, 44 h. Potency, µM (doses to about 41.8 µM), for the others: top-dose activity change, negative = inhibition, actives largely listed as inhibitors. 3.4% of 340,000 active; note: potency is the fitted concentration of half-maximal effect
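Seed cells (1,000/well) for 4 h; treat with compound and infect with HCVcc-Cre, moi about 0.5. Incubate 44 h, then detect luciferase activity.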
AmpC detergent – qHTS Inhibitors of AmpC Beta-Lactamase (assay with detergent). P00811. AmpC hydrolysis of nitrocefin, absorbance 480 nm, 0.01% Triton. Potency, µM (doses to about 114 µM), inactives show top-dose activity change, negative = inhibition, hits mostly inhibitors. 0.041% of 370,000 active;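 note: potency is the fitted concentration of half-maximal effect; 0% = no-compound wells and -100% = no-enzyme wells; nearly all actives have a fitted effect of over 25% in size; some results filed as inactive show a strong effect at the top dose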
Target sequence (P00811 whole entry, looked up): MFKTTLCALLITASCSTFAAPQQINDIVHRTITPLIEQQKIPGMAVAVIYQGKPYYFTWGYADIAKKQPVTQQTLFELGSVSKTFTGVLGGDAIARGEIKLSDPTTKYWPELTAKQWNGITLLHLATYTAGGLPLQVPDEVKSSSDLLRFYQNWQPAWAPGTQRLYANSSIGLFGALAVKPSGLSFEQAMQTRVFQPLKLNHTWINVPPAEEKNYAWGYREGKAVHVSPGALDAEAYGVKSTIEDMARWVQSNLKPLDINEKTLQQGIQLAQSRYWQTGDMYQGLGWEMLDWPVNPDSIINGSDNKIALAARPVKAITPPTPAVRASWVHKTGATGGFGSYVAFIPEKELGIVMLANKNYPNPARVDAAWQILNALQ
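AmpC (5.3 nM in the dispensed reagent) in 20 mM phosphate pH 7.0 with 0.01% (detergent screen) or 0.0001% Triton X-100 was preincubated with compounds for 15 min at room temperature. Nitrocefin was then added from an 800 uM solution, and hydrolysis was followed at 480 nm.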
FBPA Giardia inh – qHTS Assay for Inhibitors of Fructose-1,6-bisphosphate Aldolase from Giardia Lamblia. 0.71% of 290,000 active. purified Giardia FBPA. Potency, µM (series often up to 59.6 µM), inactives show at the highest dose activity, negative = inhibition, usual class: inhibitors. AID 2451, 2010; note: potency is the fitted concentration of half-maximal effect; nearly all actives have a fitted effect of over 55% in size
Target sequence (A8B2U2 whole entry, looked up): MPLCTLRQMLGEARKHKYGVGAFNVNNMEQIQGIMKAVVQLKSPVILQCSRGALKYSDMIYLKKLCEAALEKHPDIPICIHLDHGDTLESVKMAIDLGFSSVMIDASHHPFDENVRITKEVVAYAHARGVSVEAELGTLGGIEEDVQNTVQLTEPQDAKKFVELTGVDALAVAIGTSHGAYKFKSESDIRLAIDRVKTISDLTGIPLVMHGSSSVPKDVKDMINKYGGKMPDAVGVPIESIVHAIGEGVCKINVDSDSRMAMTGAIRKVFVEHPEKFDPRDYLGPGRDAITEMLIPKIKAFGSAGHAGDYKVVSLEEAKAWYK
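Giardia FBPA (40 nM reagent) was preincubated 10 min at RT with compound (up to 57.5 uM final), then substrate plus GAPDH/TPI/NAD/arsenate coupling system with diaphorase/resazurin was added; resorufin fluorescence (525/598 nm) was read after 20 min.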
* marks the source's active call; other numbers are inactive results; u = inconclusive; x = not tested or not shown; & = joins results of further samples; [ ] = remark or other dose. Unless noted, calls come from the whole dose curve; as a rule, active = well fitted curve in the direction sought with a large enough effect; inconclusive = small, poorly fitted or top-dose-only effect, or another doubt; inactive = no such curve, though single readings can be large; an effect the other way counts as inactive or inconclusive. Unless noted, % is set by controls: 0 for no effect and ±100 for the full control effect.

SMILES	HCMV antiviral	Sm TGR block	AMA1-RON2 inh	HCV inh	AmpC detergent	FBPA Giardia inh
CC(=O)c1ccc(N2C(=NC(=O)CCc3ccccc3)SC3CS(=O)(=O)CC32)cc1 (stereo not given)	-6	-17%	-1%	16%	0%	x
CC1CC=C(c2ccccc2)C(=S)N1 (stereo not given)	20	1%	10%	19%	2%	-14%
COc1cccc(NC(=O)COc2cccc3c2CCNC3=O)c1	23	0%	6%	21%	-12%	x
Cc1cccn2c(CN3CCCN(C=O)CC3)c(C(=O)N(C)CCc3ccccc3)nc12	9	-6%	-5%	1%	u	-3%
Cc1ccccc1N1C(=O)c2cc(S(N)(=O)=O)c(Cl)cc2NC1C (stereo not given)	59	-5%	0%	5%	-8%	-8%&5%
Cc1ccc(CSCc2ccc(C(=O)NC3CCCC3)o2)cc1	-34	u	0%	u	u	4%
Cc1ccc(N2C(=O)SC(N(CC(=O)O)c3cccc(C)c3)C2=O)cc1 (stereo not given)	31	-19%	54%[activator]	14%	-14%	6%
COc1ccc(NC(=O)c2oc3ccccc3c2NC(=O)c2ccco2)cc1	-4	-10%	14%	u	-10%	-7%
CC1CCn2c(nc3cc(C(=O)NCCc4ccccc4)ccc32)C1 (stereo not given)	-32	11%	x	x	-1%	x
CNC(=O)CSc1cnc2ccccc2n1	9	-4%	-8%	8%	1%	4%
C=CCNC(=O)c1ccccc1NC(=O)c1ccccc1SC	u	x	13%	u	-5%	1%
Cc1ccc(NC(=O)CSc2nc(N)cc(=O)[nH]2)cc1S(=O)(=O)N1CCCCC1	-8	x	-20%	8%	x	x
O=C1NC(=O)C(=Cc2cc([N+](=O)[O-])ccc2N2CCCCC2)C(=O)N1	-21	-24%	-12%	17%	-14%	0%
CCC(C)NC(=S)Nc1ccc(C(=O)OC)cc1 (stereo not given)	-85*	9%	-2%	u	4%	0%
CCCCN(C(=O)c1cc(S(=O)(=O)N2CCCCCC2)ccc1OC)c1c(N)n(CCC)c(=O)[nH]c1=O	21	-7%	-5%	6%	0%	x
CC1(C)Cc2c(sc3c2c(N)nc(=S)n3Cc2ccc(Br)cc2)CO1	39	2%	3%	-3%	3%	-1%
Cc1ccc2[nH]c3c(=O)n(CC(=O)NC(C)C)ncc3c2c1	5	-3%	x	x	-6%	x
CCOC(=O)/C=C/[C@H]1Cc2ccccc2CO1	-18	-22%	25%	7%	-6%	x
CSc1ccc(CN(C)Cc2nc3cc(C(F)(F)F)ccc3c(=O)[nH]2)cc1	17	0%	35%[activator]	-9%	-23%	-8%
CCCn1c(N)c(Sc2ccc(Cl)cc2)c(=O)n(CCC)c1=O	-10	-1%	-8%	-18%	2%	5%
C=C1/C(=C\C=C2/CCC[C@]3(C)[C@@H]([C@H](C)CCCC(C)(C)O)CC[C@@H]23)C[C@@H](O)C[C@@H]1O	x	u	x	x	1%	0%&8%
C1CN(c2nc3nonc3nc2N2C[C@H]3CC[C@H]2C3)CCS1	-31	x	-1%	15%	3%	7%
CC(=O)Nc1cc(C(=O)CSc2nnc(C3CC3)n2C2CC2)ccc1O	-20	-6%	-10%	22%	3%	x
CCCN(C(=O)Cc1coc2cc(OC)ccc12)C1CCS(=O)(=O)C1 (stereo not given)	6	x	0%	17%	x	x
Cn1nnnc1SCC(=O)N1N=C(c2cccs2)CC1c1cccs1 (stereo not given)	47	x	-5%	-22%	x	x

Grouped by structure: the entries above containing a furan ring, fused or not
SMILES	HCMV antiviral	Sm TGR block	AMA1-RON2 inh	HCV inh	AmpC detergent	FBPA Giardia inh
Cc1ccc(CSCc2ccc(C(=O)NC3CCCC3)o2)cc1	-34	u	0%	u	u	4%
COc1ccc(NC(=O)c2oc3ccccc3c2NC(=O)c2ccco2)cc1	-4	-10%	14%	u	-10%	-7%
CCCN(C(=O)Cc1coc2cc(OC)ccc12)C1CCS(=O)(=O)C1 (stereo not given)	6	x	0%	17%	x	x

Remaining list, next part
SMILES	HCMV antiviral	Sm TGR block	AMA1-RON2 inh	HCV inh	AmpC detergent	FBPA Giardia inh
Cc1cc(C)n2nc(CNS(=O)(=O)c3ccc(CC(C)C)cc3)nc2n1	8	7%	2%	2%	-5%	-7%
Cc1cc(NS(=O)(=O)c2ccc(NC(=O)c3ccco3)cc2)no1	18	0%	-3%	9%	10%	2%
COc1ccc(Cl)cc1N=C1NC(=O)CC(C(=O)Nc2ccccc2C(F)(F)F)S1 (stereo not given)	11	-8%	x	x	-2%	x
O=C(CCl)N(Cc1ccccc1)c1ccccc1	-98*	5µM*	-4%	5µM*	u	-1%
O=C(Cn1nnc2ccccc21)c1ccc(Cl)cc1	-3	-4%	9%	-7%	-5%	6%
Nn1c(SCC(=O)NCc2ccccc2)nnc1C1CC1	9	3%	-8%	0%	-18%	3%
Cc1cccc(C(=O)N2N=C(c3ccc(NS(C)(=O)=O)cc3)CC2c2cccs2)c1 (stereo not given)	10	-3%	-2%	u	5%	-2%
COc1ccc(C(=O)C23CN4CN(CN(C4)C2)C3)cc1	-8	4%	0%	u	0%	6%
COc1ccc2c(c1)c(C(O)CN1CCC(Cc3ccccc3)CC1)c(C)n2C (stereo not given)	-4	0%	-23%	u	1%	-7%
O=C(CCCC(=O)N(CC(=O)NC1CCCC1)Cc1ccc(F)cc1)Nc1ccccn1	-8	7%	0%	1%	-13%	1%
CCCCOc1cccc(C(=O)Nc2ccc(N3CCN(CC)CC3)cc2)c1	71	1%	-3%	-8%	-6%	4%
N#Cc1ccc(S(=O)(=O)NC2CCCCNC2=O)cc1 (stereo not given)	-21	27%	7%	0%	-10%	24%
COc1ccc(C2=NNC(c3cccnc3)=Nc3ccccc32)cc1	-33	x	4%	-1%	-10%	6%
Cn1c(=O)oc2cc(S(=O)(=O)N3CCN(c4ccc(F)cc4)CC3)ccc21	-11	-22%	-14%	12%	-1%	6%
CCOC(=O)c1sc(NC(=O)CSc2ncn(-c3ccccc3)n2)nc1C	2	0%	-1%	-5%	4%	6%
CCOC(=O)CN1NC2(CCC(C(C)(C)C)CC2)NC1=S (stereo not given)	-12	12%	-5%	3%	1%	u
Cc1c(N)cccc1-n1cnnn1	-34	6%	-1%	10%	-1%	3%
COC(=O)c1cc(NC(=O)c2ccco2)ccc1N1CCOCC1	-33	-23%	-17%	11%	1%	4%
Cc1ccc(NC(=O)C2COc3ccccc3O2)cc1S(=O)(=O)N1CCOCC1 (stereo not given)	-10	-22%	-1%	-3%	1%	x
O=C(CN(C(=O)c1csnn1)c1ccc(F)cc1)NCc1ccc(F)cc1	79	15%	8%	8%	7%	5%
CC(C)(C)OC(=O)N1CCC(c2c(C(=O)NCc3cccs3)cnn2-c2cccc(F)c2)CC1	27	2%	x	x	24%	x
CO/N=C(/c1nonc1N)N1CCN(c2ccc([N+](=O)[O-])cc2)CC1	-20	3%	-12%	-15%	2%	0%
Cc1ccc(OCCNC(=O)CCNS(=O)(=O)c2ccc(C)cc2)cc1	-17	-2%	-6%	2%	u	x
O=C1COc2ccc(S(=O)(=O)N3CCCC3)cc2N1	47	-1%	-10%	-1%	-6%	12%
O=C(CN1C(=O)c2ccccc2S1(=O)=O)Nc1ccc(S(=O)(=O)Nc2ncccn2)cc1	-10	-11%	-16%	25%	u	x

In the list so far, these have a tert-butyl group:
SMILES	HCMV antiviral	Sm TGR block	AMA1-RON2 inh	HCV inh	AmpC detergent	FBPA Giardia inh
CCOC(=O)CN1NC2(CCC(C(C)(C)C)CC2)NC1=S (stereo not given)	-12	12%	-5%	3%	1%	u
CC(C)(C)OC(=O)N1CCC(c2c(C(=O)NCc3cccs3)cnn2-c2cccc(F)c2)CC1	27	2%	x	x	24%	x

More records:
SMILES	HCMV antiviral	Sm TGR block	AMA1-RON2 inh	HCV inh	AmpC detergent	FBPA Giardia inh
CCN(CC(=O)Nc1ccccc1C(F)(F)F)C(=O)CCc1ccccc1	6	-5%	20%	22%	2%	x
O=C(CN1C(=O)c2cccnc2Oc2ccc(Cl)cc21)NC1CCCCCC1	11	-5%	-9%	-27%	-14%	-5%
CC(C)(C)n1ncc2c(=O)n(Cc3ccc(Cl)cc3)cnc21	u	4%	9%	11µM*	-14%	1%
CCCc1nc2ccc(NC(C)=O)cc2c(=O)n1Cc1ccccc1Cl	29	-1%	8%	-16%	7%	-1%
c1cc2c(cc1[C@H]1OCC3C1CO[C@@H]3c1ccc3c(c1)OCO3)OCO2 (stereo not given in full)	u	x	-21%	-8%	x	x
COC(=O)c1c(-c2ccccc2)nn(-c2ccccc2)c1C(=O)OC	-9	3%	4%	-3%	-12%	13%
CCN(C(=O)c1cc(S(=O)(=O)N2CCc3ccccc32)cn1C)c1cccc(C)c1	-74*	8%	x	x	27%	x
CC(C)Cc1cc(CN2CCC(CO)(Cc3ccccc3)CC2)[nH]n1	0	10%	1%	-10%	1%	4%
Cc1ccc(C(=O)CCC(=O)OCC(=O)N2CCN(S(=O)(=O)c3ccc(C)cc3C)CC2)cc1	-10	x	0%	15%	x	x
CC1CCN(C(=S)SCc2nc(N)nc(Nc3ccccc3)n2)CC1	20	-14%	-8%	-9%	-6%	-4%
COCCCNC(=O)CCn1c(=O)c2ccccc2n(CC(=O)Nc2c(C)cccc2C)c1=O	-1	-18%	5%	-22%&16%	u	1%
CCN(CC)C(=O)CNC(=O)Cc1ccc(Cl)cc1	-10	6%	-20%	7%	-12%	3%
CCCn1c(N)c(N(CCOC)C(=O)c2cccc(S(=O)(=O)N3CCCc4ccccc43)c2)c(=O)[nH]c1=O	5	-11%	18%	9%	u	x
O=C(Cn1c(=O)n(Cc2ccco2)c(=O)c2cc(Cl)ccc21)NCC1CCCO1 (stereo not given)	-3	u	8%	-26%	-2%	4%
C[C@H]1CN=C(N(C)C)N1CCC1CCCCC1	-2	7%	-1%	-4%	1%	x
O=C(NC(=S)NCCN1CCOCC1)c1ccc(F)cc1	18	5%	11%	-4%	3%	0%
COc1ccc(CCNC(=O)CC2SC(=NCCC(C)C)NC2=O)cc1OC (stereo not given)	-22	-14%	-8%	-7%	-3%	0%
C/C=C(/C)C(=O)O[C@@H]1c2cc3c(c(OC)c2-c2c(cc(OC)c(OC)c2OC)[C@@H](OC(C)=O)[C@@H](C)[C@H]1C)OCO3	x	-2%	6%	-2%	1%	-2%
COc1ccccc1C(=O)Nc1ccnn1C1CCN(C(=O)c2ccoc2C)CC1	-63*	-19%	8%	6%	-3%	1%
COc1cccc(N2CC(C(=O)Oc3ccc4ccccc4c3)CC2=O)c1 (stereo not given)	-1	-16%	22%	10%	u	-1%
Cc1ccc(-c2c[n+](=O)c3c(n2[O-])CCC3)cc1	19	-21%	33%[activator]	15%	-4%	4%

Some of these compounds in order of number of heavy atoms, falling.
SMILES	HCMV antiviral	Sm TGR block	AMA1-RON2 inh	HCV inh	AmpC detergent	FBPA Giardia inh
COc1ccccc1C(=O)Nc1ccnn1C1CCN(C(=O)c2ccoc2C)CC1	-63*	-19%	8%	6%	-3%	1%
c1cc2c(cc1[C@H]1OCC3C1CO[C@@H]3c1ccc3c(c1)OCO3)OCO2 (stereo not given in full)	u	x	-21%	-8%	x	x
CC1CCN(C(=S)SCc2nc(N)nc(Nc3ccccc3)n2)CC1	20	-14%	-8%	-9%	-6%	-4%

Screening data (PubChem)
